Assay outcomes as filed in PubChem.
GASC1 inh: blocks human GASC-1 (KDM4C) demethylase activity; GST-KDM4C 2-372, H3K9me3 peptide, LANCE TR-FRET; inhibition, % at 12.5 µM; actives 0.15% (n = 96,000); AID 720574;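 active = mean replicate inhibition above about 25%, with at least 55% of replicates also reaching it, limit read from the data, passing the limit was not always enough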
Target sequence (Q9H3R0 2-372 limits assumed): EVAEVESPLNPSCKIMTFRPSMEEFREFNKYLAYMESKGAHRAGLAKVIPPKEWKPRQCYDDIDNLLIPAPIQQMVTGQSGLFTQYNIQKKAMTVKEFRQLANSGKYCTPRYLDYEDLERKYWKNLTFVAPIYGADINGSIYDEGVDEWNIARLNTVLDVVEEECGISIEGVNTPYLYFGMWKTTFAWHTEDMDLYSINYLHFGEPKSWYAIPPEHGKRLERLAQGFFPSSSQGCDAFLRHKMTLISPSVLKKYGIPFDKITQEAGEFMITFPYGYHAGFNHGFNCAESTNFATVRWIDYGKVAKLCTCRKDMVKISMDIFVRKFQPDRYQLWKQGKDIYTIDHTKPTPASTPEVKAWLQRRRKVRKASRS
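Material: N-terminal GST-fused human GASC-1 (KDM4C) fragment, residues 2-372. Input: 10 nM enzyme. Incubation: enzyme reaction 30 min, then detection 60 min, both room temperature. Doses: one test concentration per compound. Read-out basis: inhibition from TR-FRET ratio decrease. Detection: LANCE TR-FRET, excitation 340 nm, emissions 618 and 671 nm.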
T cruzi growth: T. cruzi proliferation inhibition | T. cruzi beta-gal in NIH3T3, GalScreen luminescence, 90 h | inhibition, % at 8.34 µM | actives 5.9% (n = 77,000);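 active = mean inhibition above about 93%, with at least 55% of replicates each passing it, limit read from the data, passing the limit was not always enough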
C diff growth: blocks growth of Clostridium difficile. Clostridium difficile clinical isolate growth, OD600, 24 h; hits give low values. growth activity, negative = inhibition, % at 16 µg/mL (by protocol). actives 0.25% (n = 86,000);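 active = mean growth activity at or below -80% and every replicate also at or below -80%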;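 note: 0% = DMSO wells and -100% = levofloxacin 16 µg/mL wells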
Pf Dd2 inh: blocks growth of Plasmodium falciparum Dd2 parasites. activity change, % at 10 µM. P. falciparum Dd2 growth, SYBR Green, 72 h; hits give low values. AID 1159554. actives 2.3% (n = 94,000); in the data active = activity change below about -80%
* = called active by the depositor; · = no result given; & = joins results of further samples.

mol,GASC1 inh,T cruzi growth,C diff growth,Pf Dd2 inh
C[C@H](CO)N1C[C@H](C)[C@@H](CN(C)C(=O)C2CCCCC2)Oc2ncc(C#CC3(O)CCCC3)cc2C1=O,0.4,110,-1,-5
CN1[C@H](C(=O)N2CCOCC2)[C@@H](CO)[C@@H]2Cn3c(ccc(/C=C/c4ccccc4)c3=O)[C@@H]21,5.2,-8,7,-8
C[C@H](CO)N1C[C@H](C)[C@H](CN(C)Cc2ccc(Cl)c(Cl)c2)Oc2ccc(NC(=O)c3ccncc3)cc2C1=O,0.2,39,7,6
C[C@H](CO)N1C[C@H](C)[C@H](CN(C)Cc2ccc(C(F)(F)F)cc2)Oc2ccc(NC(=O)c3ccncc3)cc2C1=O,0.0,91,5,8
O=C(CCN1CCCCC1)NCC[C@@H]1CC[C@@H](NC(=O)C2CCC2)[C@H](CO)O1,10,·,0,-9
O=C(C[C@H]1C[C@@H]2c3cc(NC(=O)NC4CCCC4)ccc3O[C@@H]2[C@H](CO)O1)NCc1ccccc1,3.7,52,·,-74
CCCNC(=O)C[C@H]1C[C@H]2c3cc(NS(=O)(=O)c4ccc(F)cc4)ccc3O[C@H]2[C@@H](CO)O1,-0.5,-49,1,11
COCC(=O)N(C)C[C@H]1Oc2ncc(-c3ccccc3C)cc2C(=O)N([C@@H](C)CO)C[C@@H]1C,-0.4,7,-3,-19
CCC(=O)Nc1ccc2c(c1)C(=O)N(C)[C@@H]1CC[C@H](CC(=O)NCCc3ccccc3)O[C@@H]1CO2,-0.1,-32,4,8
C[C@@H]1CN([C@H](C)CO)C(=O)Cc2cc(NC(=O)Nc3cccc4ccccc34)ccc2O[C@@H]1CN(C)S(=O)(=O)c1ccc(Cl)cc1,-1.2,·,-1,-25
C[C@H](O)C#Cc1cnc2c(c1)C(=O)N([C@H](C)CO)C[C@H](C)[C@@H](CN(C)Cc1cccc(F)c1)O2,1.8,-7,-5,-2
COc1cccc(-c2ccc3c(c2)[C@H]2[C@H](CCN2S(=O)(=O)c2ccccc2C)[C@H](CO)N3C)c1,-1.1,73,-3,-20

One compound at a time, from the list above.
Shown for C[C@H](O)C#Cc1cnc2c(c1)C(=O)N([C@H](C)CO)C[C@H](C)[C@@H](CN(C)Cc1cccc(F)c1)O2 → GASC1 inh: 1.8; T cruzi growth: -7; C diff growth: -5; Pf Dd2 inh: -2
Shown for COc1cccc(-c2ccc3c(c2)[C@H]2[C@H](CCN2S(=O)(=O)c2ccccc2C)[C@H](CO)N3C)c1 → GASC1 inh: -1.1; T cruzi growth: 73; C diff growth: -3; Pf Dd2 inh: -20
Shown for C[C@@H]1CN([C@H](C)CO)C(=O)Cc2cc(NC(=O)Nc3cccc4ccccc34)ccc2O[C@@H]1CN(C)S(=O)(=O)c1ccc(Cl)cc1 → GASC1 inh: -1.2; T cruzi growth: ·; C diff growth: -1; Pf Dd2 inh: -25

(more compounds)
mol,GASC1 inh,T cruzi growth,C diff growth,Pf Dd2 inh
Cc1ccc(S(=O)(=O)N(C)C[C@H]2Oc3ccc(NC(=O)CCCCCC(=O)Nc4ccccc4N)cc3CC(=O)N([C@H](C)CO)C[C@@H]2C)cc1,0.6,32,-4,-49
CCCN1[C@@H]2c3ccc(-c4ccc(F)cc4)c(=O)n3C[C@@H]2[C@@H](CO)[C@@H]1C(=O)N[C@@H](C)c1ccccc1,5.4,62,6,-36
O=C(c1ccc2c(c1)OCO2)N1CC(=O)N2[C@H](CO)[C@H](c3ccc(C#CCC4CCCC4)cc3)[C@@H]2C1,-0.2,·,-8,-48
C[C@@H]1CCCCO[C@H](CN(C)Cc2ccc3c(c2)OCO3)[C@H](C)CN([C@@H](C)CO)C(=O)c2cc(NC(=O)Nc3cccc4ccccc34)ccc2O1,-2.8,116*,20,-78
CCCC(=O)Nc1ccc2c(c1)OC[C@@H](C)N(C(=O)C1CCCC1)C[C@@H](C)[C@H](OC)CN(C)C2=O,2.2,8,·,18
CC(C)NC[C@@H]1[C@@H](c2ccc(C3=CCCCC3)cc2)[C@@H](CO)N1C(=O)CC1CC1,·,·,5,-83*
C[C@H](CO)N1C[C@H](C)[C@@H](CN(C)S(=O)(=O)c2ccc(F)cc2)Oc2ccc(NC(=O)CCCN(C)C)cc2CC1=O,1.4,-17,-8,-19
CN(C)c1ccc2c(c1)[C@H]1C[C@@H](CC(=O)N3CCc4ccccc4C3)O[C@@H](CO)[C@H]1O2,5.3,45,-1,-47
C[C@H]1CN([C@@H](C)CO)C(=O)c2cc(-c3ccc(F)cc3)cnc2O[C@@H]1CN(C)S(C)(=O)=O,-0.6,59,1,14
CCCNC(=O)N1C[C@H](C)[C@H](OC)CN(C)C(=O)c2cc(NC(C)=O)ccc2OC[C@H]1C,2.4,-8,-1,24
CN1CCCCN2[C@@H](CO)[C@@H](c3ccc(-c4ccc(F)cc4)cc3)[C@@H]2C1,-1.1,-10,1,5
Cc1noc(C)c1NC(=O)Nc1ccc2c(c1)C(=O)N([C@@H](C)CO)C[C@@H](C)[C@@H](CN(C)C(=O)Nc1cccc3ccccc13)O2,-0.1,-87,·,23
C[C@@H]1CN([C@H](C)CO)C(=O)c2cccc(NC(=O)Nc3ccc(C(F)(F)F)cc3)c2O[C@H]1CN(C)C,0.0,·,7,1
COc1ccc(S(=O)(=O)N2C[C@H](O)COC[C@H]3O[C@H](CC(=O)NCCCN(C)C)CC[C@@H]32)cc1,0.6,6,-4,1
C/C=C/c1ccc([C@H]2[C@@H](CO)N(C(=O)CC)[C@@H]2CNC(=O)c2ccncc2)cc1,0.6,56,1,-16
CC(=O)N1[C@@H](CO)[C@@H](c2ccccc2)C12CN(C(=O)c1cnccn1)C2,0.7,·,1,-19
CC(C)NC(=O)N(C)C[C@@H]1Oc2ncc(-c3ccccc3)cc2C(=O)N([C@H](C)CO)C[C@@H]1C,-1.8,30,1,10
C[C@H]1CN([C@@H](C)CO)C(=O)c2cccc(NS(=O)(=O)c3cccs3)c2O[C@H]1CN(C)CC1CCCCC1,-0.5,19,10,36
C[C@@H]1CN([C@H](C)CO)C(=O)c2cc(NC(=O)NC3CCCCC3)ccc2O[C@@H]1CN(C)C(=O)Nc1ccc(F)cc1,13,23,2,-22
O=C(C[C@H]1C[C@H]2c3cc(NC(=O)Cc4ccncc4)ccc3O[C@H]2[C@@H](CO)O1)NCc1ccccn1,1.4,-80,·,11
COc1ccccc1CNC(=O)C[C@H]1C[C@@H]2c3cc(NC(=O)c4cccnc4)ccc3O[C@@H]2[C@@H](CO)O1,1.0,34,·,-2
C[C@H]1CN([C@@H](C)CO)C(=O)Cc2cc(NS(=O)(=O)c3ccccc3)ccc2O[C@H]1CN(C)S(=O)(=O)c1cccs1,0.9,4,5,-31
COc1ccc(NC(=O)N[C@H]2C=C[C@@H](CC(=O)NC3CCC3)O[C@@H]2CO)cc1,-2.9,·,2,12
CN1C(=O)c2cc(NC(=O)c3cccc(F)c3)ccc2OC[C@H]2O[C@@H](CC(=O)NCc3ccccc3Cl)CC[C@H]21,-1.1,73,-7,-5
CC(C)CC#Cc1cnc2c(c1)C(=O)N([C@H](C)CO)C[C@H](C)[C@@H](CN(C)C(=O)Nc1cccc(F)c1)O2,-1.2,94,-13,7
C[C@H](CO)N1C[C@H](C)[C@@H](CN(C)Cc2ccc3c(c2)OCO3)Oc2ccc(NS(=O)(=O)c3ccc(F)cc3)cc2C1=O,3.3,8,-2,-16
C[C@H](CO)N1C[C@H](C)[C@@H](CN(C)S(=O)(=O)c2ccc(F)cc2)Oc2ccc(NC(=O)Nc3ccc(F)cc3)cc2C1=O,0.0,28,1,-9
CC(=O)N(C)C[C@@H]1Oc2cc(C#Cc3ccc(F)cc3)ccc2S(=O)(=O)N([C@H](C)CO)C[C@@H]1C,-0.3,22,-2,-36
C[C@@H]1CN([C@@H](C)CO)C(=O)Cc2cc(NC(=O)Nc3ccc4c(c3)OCO4)ccc2O[C@@H]1CN(C)C(=O)Nc1ccccc1,2.7,-4,-8,16
C[C@@H]1CN([C@H](C)CO)C(=O)c2cccc(NC(=O)C3CCOCC3)c2O[C@@H]1CN(C)C(=O)Nc1ccc(C(F)(F)F)cc1,-1.2,82,-6,-15
CO[C@H](CN(C)C(=O)C1CCOCC1)[C@@H](C)CN(C(=O)Nc1ccc(F)cc1)[C@H](C)CO,-0.7,-31,·,52
CN1[C@H](C(=O)Nc2nccs2)[C@@H](CO)[C@@H]2Cn3c(ccc(-c4ccccc4F)c3=O)[C@@H]21,-0.8,36,-2,·
C[C@H](O)C#Cc1cnc2c(c1)C(=O)N([C@H](C)CO)C[C@H](C)[C@@H](CN(C)C(=O)Nc1ccc(C(F)(F)F)cc1)O2,-0.5,·,1,16
COCCNC(=O)C[C@H]1CC[C@H]2[C@@H](COc3ccc(NC(=O)COC)cc3C(=O)N2C)O1,1.0,18,-5,11
O=C(C[C@@H]1CC[C@H]2[C@@H](COC[C@@H](O)CN2C(=O)c2ccccc2F)O1)NCc1ccc(Cl)c(Cl)c1,0.0,3,7&-8,-16
CCC(=O)N(C)C[C@@H]1Oc2ncc(C#C[C@@H](C)O)cc2C(=O)N([C@H](C)CO)C[C@H]1C,-1.1,-79,-1,43
C[C@@H]1CN([C@H](C)CO)C(=O)c2cc(NC(=O)CCCCCC(=O)Nc3ccccc3N)ccc2O[C@H]1CN(C)S(=O)(=O)c1ccc(Cl)cc1,2.5,-113,·,17
Cc1ccccc1-c1ccc([C@H]2[C@@H](CO)N3CCCCN(S(=O)(=O)Cc4ccccc4)C[C@H]23)cc1,-1.4,67,47,-25
COc1ccc(NC(=O)N[C@H]2CC[C@@H](CC(=O)NCc3ccccn3)O[C@H]2CO)cc1,0.2,-14,·,8
C[C@H]1CN([C@@H](C)CO)C(=O)c2cc(-c3ccncc3)cnc2O[C@H]1CN(C)C(=O)C1CCC1,2.4,48,·,25
C[C@@H]1CN([C@@H](C)CO)C(=O)c2cccc(NC(=O)c3nc4ccccc4s3)c2O[C@@H]1CN(C)Cc1ccc(Oc2ccccc2)cc1,0.4,70,7,-76
C[C@H](CO)N1C[C@H](C)[C@@H](CN(C)Cc2ccncc2)Oc2cc(C3=CCCC3)ccc2S1(=O)=O,1.1,87,2,34
C[C@H]1CN([C@@H](C)CO)S(=O)(=O)c2ccc(C#Cc3ccncc3)cc2O[C@H]1CN(C)C(=O)c1ccncc1,0.4,71,0,4
O=C(CN1CCOCC1)N[C@@H]1CC[C@@H](CCNC(=O)C2CCCC2)O[C@H]1CO,0.4,·,-2,6
C[C@H]1CN([C@@H](C)CO)C(=O)Cc2cc(N(C)C)ccc2O[C@H]1CN(C)S(=O)(=O)c1cn(C)cn1,1.7,20,-5,-7
CN(C)CC(=O)Nc1ccc2c(c1)[C@@H]1C[C@@H](CC(=O)NCc3ccc(-c4ccccc4)cc3)O[C@H](CO)[C@@H]1O2,-1.0,-13,-12,-19
CO[C@H]1CN(C)C(=O)c2cc(NS(=O)(=O)c3cn(C)cn3)ccc2OC[C@H](C)N(C)C[C@H]1C,-0.1,-22,-5,11
C[C@@H]1CCCCO[C@H](CN(C)S(=O)(=O)c2cccs2)[C@H](C)CN([C@@H](C)CO)C(=O)c2cc(NS(C)(=O)=O)ccc2O1,-0.3,-24,3,-13
Cc1ccccc1CN(C)C[C@@H]1OCc2cnnn2CCCC(=O)N([C@H](C)CO)C[C@@H]1C,-1.1,12,·,-20
C[C@@H](NC(=O)C[C@H]1C=C[C@@H](NC(=O)C2CC2)[C@H](CO)O1)c1ccccc1,0.2,·,-1,12
O=C(N[C@H]1CC[C@H](CCNS(=O)(=O)c2ccccc2Cl)O[C@H]1CO)c1ccccc1,0.3,21,0,23
C[C@@H]1CN([C@@H](C)CO)C(=O)Cc2cc(NC(=O)c3ccncc3)ccc2O[C@@H]1CN(C)C(=O)Nc1ccc(C(F)(F)F)cc1,-1.2,-12,-1,13
O=C(C[C@H]1CC[C@H]2[C@@H](COC[C@H](O)CN2Cc2cccc(Cl)c2)O1)Nc1nccs1,-0.3,133*,4&2,-49
O=C(C1CCOCC1)N1CC(=O)N2[C@H](CO)[C@@H](c3ccc(C#CC4CC4)cc3)[C@@H]2C1,0.9,·,3,-11
COc1ccccc1CNC(=O)C[C@@H]1C=C[C@H](NC(=O)CN(C)C)[C@@H](CO)O1,-0.6,40,8,14
C[C@H]1CCCCO[C@@H](CN(C)Cc2ccccc2)[C@@H](C)CN([C@@H](C)CO)C(=O)c2cc(NS(=O)(=O)c3ccc(Cl)cc3)ccc2O1,0.1,110*,1,-51
CCC(=O)N1C[C@@H](C)[C@@H](OC)CN(C)C(=O)c2ccc(NC(=O)NC(C)C)cc2OC[C@@H]1C,2.7,33,·,-1
